Compound activity from PubChem BioAssay.
TRHR enhancer: qHTS for Small Molecule Agonists and Allosteric Enhancers of Human TRH Receptor: Primary Screen for Enhancers; Thyrotropin-releasing hormone receptor (Homo sapiens), P34981; TRHR cells, fluo-8 calcium fluorescence, EC20 TRH enhancement; enhancement, % at 2 µM; 0.66% of 360,000 active; in the data active = enhancement above about 30%; note: 0% is about no effect
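Enhancer read-out: after compound pinning and an initial kinetic agonist-mode read, an EC20 of TRH (10 nM final) was injected and fluo-8 calcium signal (Ex 480/Em 530) followed at 1 s/cycle for 100 cycles in TRHR-expressing cells.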
D2 potentiator: HTS Assay for Positive Allosteric Modulators of the Human D2 Dopamine Receptor: Primary Screen for Potentiators | D(2) dopamine receptor (Homo sapiens), P14416 | 0.34% of 340,000 active | AID 485347, 2010 | potentiation, % at 10 µM | HEK293 T-REx D2, calcium flux, EC20 dopamine potentiation;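 active = potentiation over 3 SD above the plate norm, cut at about 30% in these data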; note: 0% is about no effect
Target sequence (P14416 whole entry, looked up): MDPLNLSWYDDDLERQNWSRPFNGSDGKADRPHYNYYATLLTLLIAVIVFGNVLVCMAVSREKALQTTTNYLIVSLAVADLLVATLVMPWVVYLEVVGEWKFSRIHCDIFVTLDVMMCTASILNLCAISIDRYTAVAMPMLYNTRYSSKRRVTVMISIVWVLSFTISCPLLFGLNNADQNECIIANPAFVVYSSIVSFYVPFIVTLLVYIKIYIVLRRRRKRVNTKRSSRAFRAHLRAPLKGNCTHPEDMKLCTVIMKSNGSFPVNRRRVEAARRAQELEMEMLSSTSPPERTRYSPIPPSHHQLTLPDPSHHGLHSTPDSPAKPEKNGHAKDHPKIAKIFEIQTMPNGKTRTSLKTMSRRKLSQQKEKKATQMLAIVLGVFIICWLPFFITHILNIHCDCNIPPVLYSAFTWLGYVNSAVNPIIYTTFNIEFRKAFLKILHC
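Cells plated with tetracycline inducer and held overnight at 30 C; calcium dye loaded 30–90 min at room temperature; baseline taken, compound added and read 180 s; EC20 dopamine then added and read 180 s.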
D1 PAM: Potentiators of Human D1 Dopamine Receptor: qHTS. D(1A) dopamine receptor (Homo sapiens), P21728. HEK293 TREx D1 cells, calcium flux, dopamine EC20 potentiation. potentiation, % at 10 µM. 0.036% of 360,000 active. AID 504651, 2011; in the data active = potentiation above about 30%; note: 0% is about no effect
Target sequence (P21728 whole entry, looked up): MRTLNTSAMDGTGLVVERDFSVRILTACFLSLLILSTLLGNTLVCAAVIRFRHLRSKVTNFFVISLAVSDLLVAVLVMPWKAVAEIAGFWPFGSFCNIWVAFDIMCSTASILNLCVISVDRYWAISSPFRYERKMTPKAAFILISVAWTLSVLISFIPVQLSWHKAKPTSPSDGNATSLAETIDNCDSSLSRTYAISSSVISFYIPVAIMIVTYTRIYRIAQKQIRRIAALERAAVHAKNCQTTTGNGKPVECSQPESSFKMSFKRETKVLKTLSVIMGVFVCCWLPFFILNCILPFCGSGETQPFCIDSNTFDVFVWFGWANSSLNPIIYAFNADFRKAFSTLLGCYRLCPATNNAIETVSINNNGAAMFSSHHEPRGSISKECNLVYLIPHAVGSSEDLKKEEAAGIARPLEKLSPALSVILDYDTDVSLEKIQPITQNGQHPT
TRHR agonist: qHTS for Small Molecule Agonists and Allosteric Enhancers of Human TRH Receptor: Primary Screen for Agonists | 0.18% of 360,000 active | TRHR cells, calcium flux fluo-8, FDSS agonist mode | AID 493084, 2011 | activation, % at 2 µM | Thyrotropin-releasing hormone receptor (Homo sapiens), P34981; in the data active = activation above about 30%; note: 0% is about no effect
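Steps: seed TRHR cells overnight; add fluo-8 no-wash Ca dye, RT 30 min–1.5 h; record 10 s baseline; pin-transfer compounds; monitor fluorescence 1 cycle/s for the agonist window. Calcium increases flag candidate agonists.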
D1 antag: Antagonist of Human D 1 Dopamine Receptor: qHTS | 3.2% of 360,000 active | AID 504652, 2011 | HEK293 TREx D1 cells, calcium flux, dopamine EC80; hits give low values | activity change, negative = inhibition, % at 10 µM | D(1A) dopamine receptor (Homo sapiens), P21728; in the data active = activity change below about -30%; note: % is set by controls: 0 for no effect and ±100 for the full control effect
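Allosteric or orthosteric antagonism assessed as attenuation of the calcium response to EC80 dopamine, added 180 s after compound, in induced HEK293 Trex D1 cells loaded with no-wash calcium dye.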
RXFP1 agonist: qHTS Assay for Agonists of the Relaxin Receptor RXFP1; 0.3% of 370,000 active; Potency, µM (series often up to 57.5 µM), without a hit: at the top dose activation, actives largely listed as activators; HEK293T-RXFP1 cAMP TR-FRET, 30 min; response scale: percent of porcine relaxin response, buffer zero; Relaxin receptor 1 (Homo sapiens), Q9HBX9; note: potency is the fitted concentration of half-maximal effect; % is set by controls: 0 for no effect and ±100 for the full control effect; nearly all actives have a fitted effect of over 60% in size; many of its hits are not listed in these tables
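HEK293T cells stably expressing RXFP1 were pretreated with the PDE4 inhibitor Ro 20174, exposed to compounds for 30 min at 37C, lysed, and cAMP was read by TR-FRET. Data normalized to buffer (basal) and 29 nM porcine relaxin (100%).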
RXFP1 antagonist: qHTS Assay for Antagonists of the Relaxin Receptor RXFP1 | HEK293-RXFP1, relaxin-stimulated cAMP HTRF, 30 min; hits give low values | 0.59% of 350,000 active | activity change, negative = inhibition, % at 57.5 µM;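 active = activity change of -60% or lower, but not beyond a set lower limit; inconclusive = change between -60% and -40%, or beyond the set limit; inactive = change above -40%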; note: % is set by controls: 0 for no effect and ±100 for the full control effect
Apoferritin bind: qHTS Assay for Identification of Novel General Anesthetics. 0.074% of 350,000 active. apoferritin/1-aminoanthracene competitive binding, fluorescence. Potency, µM (series often up to 77.5 µM), inactives show at the top dose activity change, negative = displacement, hits mostly inhibitors. Ferritin light chain (Equus caballus), P02791; note: potency is the fitted concentration of half-maximal effect; % is set by controls: 0 for no effect and ±100 for the full control effect; nearly all actives have a fitted effect of over 20% in size
Target sequence (P02791 2-175 limits assumed): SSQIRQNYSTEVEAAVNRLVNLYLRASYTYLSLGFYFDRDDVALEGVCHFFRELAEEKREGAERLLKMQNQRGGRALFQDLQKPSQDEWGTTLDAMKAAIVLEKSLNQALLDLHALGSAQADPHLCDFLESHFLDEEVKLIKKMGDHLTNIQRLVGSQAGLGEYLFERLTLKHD
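Apoferritin-based anesthetic binding model; compound displacement of fluorescent 1-AMA measured as endpoint fluorescence after 10 minutes at room temperature, scaled to free-ligand and complex controls.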
D1 agonist: Allosteric Agonists of the Human D1 Dopamine Receptor: qHTS | D(1A) dopamine receptor (Homo sapiens), P21728 | HEK293 T-REx D1 cells, calcium flux, agonist mode | activation, % at 2 µM | 1% of 360,000 active; in the data active = activation above about 30%; note: 0% is about no effect
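Inducible HEK293 T-REx D1 cells, force-coupled to calcium signalling, were plated at 4000 cells/well with tetracycline and held overnight at 30 C. After no-wash calcium dye loading, compound-evoked calcium rise over 180 s flagged agonists.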
* = called active by the depositor; u = inconclusive; x = not tested or not shown; [ ] = another dose, or the depositor's remark. Unless noted, calls come from the whole dose curve; as a rule, active = well fitted curve in the direction sought with a large enough effect; inconclusive = small, poorly fitted or top-dose-only effect, or another doubt; inactive = no such curve, though single readings can be large; an effect the other way counts as inactive or inconclusive. These rows are one share of the data; the hit share may differ from the screen's.

SMILES	TRHR enhancer	D2 potentiator	D1 PAM	TRHR agonist	D1 antag	RXFP1 agonist	RXFP1 antagonist	Apoferritin bind	D1 agonist
OCC(CO)(CO)N=Cc1c(O)ccc2ccccc12	-0.5	-7.2	-1.6	0.5	-1.7	0.4%	12.7	-18.4%	2.8
O=C1N=C(N2CCOCC2)S/C1=C\c1cccs1	1.7	-12.3	-2.1	-0.2	5.1	-1.9%	-8.8	-21.9%	-0.6
CC(=O)Nc1ccccc1NC(=O)c1ccccc1	2.5	-8.2	-6.1	0.1	5.6	3.2%	6.3	-2.2%	1.5
O=C(Oc1cccc(N2C(=O)CCC2=O)c1)C1CC(=O)N(c2ccc(Br)cc2)C1 (stereo not given)	-4.1	2.9	5.8	0.7	-3.1	-0.7%	-16.7	-1.2%	7.4
O=C(c1ccc2ncsc2c1)N1CCCCC1	10.1	-6.4	0.2	-0.6	9.1	-2.5%	1.8	-1.4%	5.9
CC1(C)CC(=O)C(C(C2=C(O)CC(C)(C)CC2=O)c2ccc(O)c([N+](=O)[O-])c2)=C(O)C1	2.5	20.2	4.5	0.0	4.0	0.1%	u	-22.9%	1.3
Cc1cccc(OCC(=O)N2CCN(C(=O)COc3ccc(Cl)cc3)CC2)c1	-1.3	6.3	-4.3	0.2	-13.8	3.8%	-2.6	-5.0%	0.1
Cc1ccc(C2Nc3ccccc3C(=O)N2CCCN2CCOCC2)cc1 (stereo not given)	2.8	-3.0	-0.9	0.0	5.0	1.9%	-8.9	3.5%	1.6
COC(=O)C(C(=O)OC)=C(/C=C/N(C)C)N(C)C	1.5	25.6	-2.8	0.6	1.9	0.5%	-4.7	-2.0%	1.1
CC(O)C(O)C(O)C(O)C1NCCS1 (stereo not given)	-1.2	-5.4	1.2	-0.4	-65.9*	0.7%	-11.0	-13.5%	0.3
COc1ccc(N2CCN(CCNC(=O)C3CCN(S(=O)(=O)c4cccs4)CC3)CC2)cc1	-0.3	-0.1	-5.3	-0.1	-0.9	0.8%	-7.1	-11.9%	6.0
Cc1ccc(CN2CC(C(=O)Nc3ccncc3)CC2=O)cc1 (stereo not given)	0.6	6.5	0.1	-0.5	-0.1	2.4%	-4.7	-3.2%	1.0
CC(=O)Nc1ccc(NC(=O)c2sc3nc4c(c(-c5ccc(C)cc5)c3c2N)CCC4)cc1	-3.0	19.8	2.4	0.9	1.4	24.1%	x	51.4%[activator]	-0.3
Cc1ccc(C)c(NC(=O)Cn2cc(C(=O)c3cccs3)c3ccccc32)c1	-4.1	1.8	-2.9	2.1	6.5	0.2%	-15.7	-18.4%	7.4
Cc1cc(C)cc(CSc2ccc(S(=O)(=O)N3CCCC3)cn2)c1	-6.9	-12.7	-4.7	1.4	-3.8	3.1%	-1.4	x	9.5
O=C1CCN(S(=O)(=O)c2ccccc2)C2CCCCC12 (stereo not given)	-0.1	1.1	-9.3	-0.2	-16.3	-1.4%	-4.8	2.9%	0.4
O=S(=O)(c1cccc(COc2ccc(Cl)cc2Cl)c1)N1CCOCC1	-3.2	3.1	-6.8	0.8	5.3	2.8%	-3.2	60.3%[activator]	3.9
Oc1ccccc1OCC(O)c1ccccc1 (stereo not given)	-6.2	1.7	x	3.4	-19.7	-1.1%	-1.1	-5.5%	9.6
CCOc1ccc(NC(=S)NC(C)C(c2ccccc2)N2CCN(C)CC2)cc1 (stereo not given)	-0.4	-17.2	-1.6	0.4	-0.6	-3.9%	-4.8	-9.9%	10.4
CC(=O)Nc1ccc(S(=O)(=O)NCC(=O)OC(C)c2ccccc2Cl)cc1 (stereo not given)	11.7	6.2	-6.2	1.3	-15.6	3.1%	x	1.8%	14.7
CCc1ccc(-n2c(SCC(=O)Nc3ccc(C(=O)O)cc3)nnc2-c2ccncc2)cc1	0.3	-2.4	1.6	-0.3	2.2	2.6%	18.2	-4.3%	2.7
O=C(Nc1ccon1)c1ccc(Br)s1	0.2	-8.1	-4.3	0.2	13.1	0.0%	14.7	-18.7%	2.7
O=C(Nc1ccc(N2CCCC2)c(Cl)c1)c1ccccc1[N+](=O)[O-]	1.0	6.8	-1.8	-1.3	0.4	0.0%	-6.0	-5.2%	3.1
COc1ccc(CNS(=O)(=O)c2ccc(N3CCCCS3(=O)=O)cc2)cc1	-5.9	-0.3	-0.6	1.1	-14.4	-1.9%	7.7	0.0%	15.6
COc1ccc(-c2cn3c(C)c(C(=O)Nc4cccc(C)n4)sc3n2)cc1	0.5	3.7	-4.3	1.5	-59.1*	4.0%	-26.0	-4.3%	1.3
CCOc1ccc(-c2nnc3ccc(SCC(=O)Nc4cc(C)on4)nn23)cc1	-2.3	-5.2	-1.1	-0.7	-3.3	16.5%	11.1	-1.0%	1.7
CC(C)(C)c1ccc(OCCC(=O)NCC(c2cccs2)N2CCOCC2)cc1 (stereo not given)	5.4	0.8	-4.8	0.2	-5.9	0.3%	-17.4	x	6.8
N/C(=N\OC(=O)c1ccccc1Cl)c1ccncc1	-2.1	1.5	-2.6	0.2	-14.1	0.3%	-3.7	u	13.0
CCN(CC)CCN(C(=O)CCOc1ccccc1)c1nc2c(F)cc(F)cc2s1	1.8	-4.5	-4.2	0.7	4.9	3.0%	-8.5	-5.3%	4.3
NC(CO)(CO)COCc1ccccc1	17.0	-6.8	-2.8	0.5	7.3	1.7%	6.6	0.8%	2.3
C[C@H]1CCC(=O)N([C@H](CSc2ccc(Br)cc2)Cc2ccccc2)CC1	-8.6	-2.5	-2.8	2.0	x	2.6%	x	x	7.4
Cn1c(=O)c2cc(S(=O)(=O)NC(C(=O)N3CCCCCC3)c3ccccc3)ccc2n(C)c1=O (stereo not given)	3.5	-11.4	6.2	0.1	8.6	0.8%	x	-21.0%	0.0
CCCN1C(=O)/C(=C/c2c(NCCCOC(C)C)nc3c(C)cccn3c2=O)SC1=S	4.0	3.3	1.4	14.6	-21.1	-1.4%	-4.0	-8.6%	43.9*
Cc1cc(C(=O)Nc2nc3c(C)cccc3s2)c(C)o1	0.6	2.2	-1.1	-0.1	-13.7	8.3%	-15.7	-13.6%	0.1
Cc1cccc(N(CC(=O)N/N=C/c2ccccc2C(=O)O)S(C)(=O)=O)c1C	-1.3	-10.0	-1.6	0.5	-19.5	0.6%	-3.0	-2.5%	0.8
CCCN(C(=O)C1CCN(S(=O)(=O)c2c(C)noc2/C=C/c2ccc(C)cc2)CC1)c1ccccc1F	-3.5	-3.3	-3.4	-0.1	-28.4	-3.2%	1.7	-0.8%	3.5
Cc1ccc(C(C)C)c(OCCNC(=O)c2ccccc2O)c1	2.5	11.9	0.7	0.2	-15.0	-1.5%	-25.5	-7.1%	11.6
Cc1ccc(C(=O)NCc2ccco2)cc1[N+](=O)[O-]	1.7	10.2	-3.0	-0.3	-36.8*	0.4%	5.4	-7.1%	0.2
CCOC(=O)C(C)n1cnc2c(oc3ccccc32)c1=O (stereo not given)	1.9	x	-7.2	0.3	21.9	3.2%	-3.9	-12.1%	3.6
N#Cc1ccc(COc2cccc3cccnc23)cc1	14.7	31.3*	-1.6	0.0	3.8	4.2%	1.7	4.8%	-2.8
Cc1ccc(C(NC(N)=O)c2ccccc2C)cc1 (stereo not given)	-3.0	0.2	-1.5	0.1	x	0.7%	24.2	-3.2%	-0.3
O=C1NC(c2ccc(Cl)cc2Cl)Oc2ccccc21 (stereo not given)	2.0	10.3	-9.2	-0.1	1.7	2.1%	-4.9	-13.0%	4.0
Fc1ccc(OCc2cc(-c3ccccc3)no2)cc1	-4.1	-8.3	-2.5	0.7	-0.1	6.1%	8.0	-2.3%	8.8
O=C(NC1CCCCC1)c1ccc2c(c1)N(Cc1ccc(F)cc1)C(=O)c1ccccc1S2(=O)=O	16.0	5.2	-4.8	-0.5	-12.6	-2.5%	-5.2	44.2%[activator]	11.8
Cc1ccc(C)c2[nH]c(=O)c(CCNC(=O)c3ccc(S(=O)(=O)N4CCCC4)cc3)cc12	2.1	5.5	0.6	-0.1	-5.3	0.9%	-4.2	-4.6%	3.0
Cc1cccc(NCC(=O)N/N=C\c2ccc[nH]2)c1	3.8	-1.4	-2.9	-0.9	-10.0	1.9%	13.1	-13.5%	1.0
Cc1cccc(NC(=O)c2c(NC(=O)c3ccco3)sc3c2CCC(C)C3)c1 (stereo not given)	-4.4	1.9	-1.6	0.1	-9.2	2.9%	-3.6	10.7%	1.0
O=C(Nc1ccc(Oc2c(F)c(F)c(F)c(F)c2F)cc1)OC1CCN2Cc3ccccc3N=C12 (stereo not given)	7.8	-4.1	0.1	1.9	37.2	-0.4%	-14.3	u	1.8
CC1CCC/C(=C\Nc2ccc3c(c2)OCO3)C1=O (stereo not given)	5.9	-0.7	-1.0	-0.2	-3.3	-0.9%	-0.4	-14.7%	1.6
COc1ccc(Nc2nnc(-c3ccccc3)c3ccccc23)cc1C(=O)N1CCCCC1	-1.0	-9.7	5.7	-0.6	24.9	3.4%	-2.8	0.6%	-0.5

Quoted at random: 4 entries already listed
SMILES	TRHR enhancer	D2 potentiator	D1 PAM	TRHR agonist	D1 antag	RXFP1 agonist	RXFP1 antagonist	Apoferritin bind	D1 agonist
O=C1NC(c2ccc(Cl)cc2Cl)Oc2ccccc21 (stereo not given)	2.0	10.3	-9.2	-0.1	1.7	2.1%	-4.9	-13.0%	4.0
Fc1ccc(OCc2cc(-c3ccccc3)no2)cc1	-4.1	-8.3	-2.5	0.7	-0.1	6.1%	8.0	-2.3%	8.8
O=C(Nc1ccc(Oc2c(F)c(F)c(F)c(F)c2F)cc1)OC1CCN2Cc3ccccc3N=C12 (stereo not given)	7.8	-4.1	0.1	1.9	37.2	-0.4%	-14.3	u	1.8
Cc1ccc(C(=O)NCc2ccco2)cc1[N+](=O)[O-]	1.7	10.2	-3.0	-0.3	-36.8*	0.4%	5.4	-7.1%	0.2
